Screening results deposited in PubChem by several laboratories.
Calb biofilm kill: clotrimazole potentiators killing Candida biofilms, primary screen, with clotrimazole, Alamar Blue | C. albicans biofilm + clotrimazole | inhibition, % at 6 µM | hit rate 0.14% among 85,000;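 active = inhibition above 20%; inactive = inhibition below 20%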;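 note: preformed 24 hr biofilms exposed to compound for 48 hr; 0% = biofilm without compound and 100% = blank killed by clotrimazole plus chlorhexidine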
Lung fibro prol: antiproliferative effect on LL 47 fibroblasts – human, LL 47 cells, CellTiter-Glo luminescence, primary screen; AID 719, 2007; LL 47 human lung fibroblast viability, ATP luminescence; stronger effect = lower value; viability, % at 10 µM; hit rate 1.1% among 85,000;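 active = viability at or below 50% in the single dose screen; inactive = viability above 50%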;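 note: compound exposure lasted 72 h before the ATP readout; 100% = median luminescence of untreated cell-only wells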
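Material: Human LL 47 lung fibroblast cells | Input: 1,150 cells/well | Buffer or medium: IMEM plus 15% FBS | Compound dosing: 0.1% DMSO in all compound wells | Times: Overnight cell rest, 72 h compound treatment at 37 °C | Signal: CellTiter-Glo luminescence measuring cellular ATP | Measure: % viability versus median cells-only luminescence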
H69AR inhibit: proliferation blockers of H69AR lung cancer cells, primary screen, cell-based, human, 86K library; H69AR lung tumor viability, ATP luminescence, 72 h; stronger effect = lower value; viability, % at 10 µM; hit rate 6% among 85,000; AID 598, 2007;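 active = viability at or below 40%; inactive = viability above 40%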;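 note: multidrug resistant small cell line overexpressing MRP-1 efflux transporter; 100% = mean luminescence of untreated control wells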
ERa SRC1 inh: ERα–SRC-1 coactivator interaction inhibitors, primary screen, biochemical, TR-FRET, ERα LBD, estradiol-bound; Estrogen receptor (Homo sapiens), P03372; TR-FRET ER-alpha LBD / SRC-1 peptide; inhibition, % at 25.6 µM; hit rate 1.7% among 86,000; AID 629, 2007; in the data active = inhibition above about 50%;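 note: 0% = receptor plus peptide control and 100% = peptide only without receptor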
sEH act: soluble epoxide hydrolase activators, primary screen, biochemical, human sEH. Bifunctional epoxide hydrolase 2 (Homo sapiens), P34913. purified human sEH enzymatic activity, activator screen. activation, % at 2 µM. hit rate 0.04% among 91,000. AID 717, 2007; in the data active = activation above about 37%; note: values of inactives mirror those of a sister screen read the other way
Target sequence (P34913 whole entry, looked up): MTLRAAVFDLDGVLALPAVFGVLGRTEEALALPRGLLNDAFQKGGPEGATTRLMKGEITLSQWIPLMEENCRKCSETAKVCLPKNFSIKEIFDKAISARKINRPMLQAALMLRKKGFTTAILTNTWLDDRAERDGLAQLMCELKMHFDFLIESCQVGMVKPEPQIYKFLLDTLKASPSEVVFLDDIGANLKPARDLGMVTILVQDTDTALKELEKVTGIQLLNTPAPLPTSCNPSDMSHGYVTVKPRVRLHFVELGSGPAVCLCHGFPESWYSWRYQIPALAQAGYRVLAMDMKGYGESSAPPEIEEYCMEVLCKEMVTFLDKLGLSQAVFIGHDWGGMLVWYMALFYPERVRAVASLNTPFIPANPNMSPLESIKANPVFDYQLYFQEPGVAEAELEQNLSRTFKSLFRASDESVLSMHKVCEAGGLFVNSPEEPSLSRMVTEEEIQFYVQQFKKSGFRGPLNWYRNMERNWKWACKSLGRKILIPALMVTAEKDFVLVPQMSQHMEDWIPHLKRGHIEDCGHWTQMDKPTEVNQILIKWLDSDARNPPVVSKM
HUVEC inhibit: inhibitors of HUVEC proliferation, primary screen, cell-based, 384-well | CellTiter-Glo luminescence, 72 h; stronger effect = lower value | viability, % at 10 µM (by protocol) | hit rate 1.1% among 86,000 | AID 648, 2007;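 active = viability at or below 30%; inactive = viability above 30%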;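 note: 100% = median luminescence of DMSO-only cell control wells on each plate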
Smad3 inh: Smad3/FoxH1 peptide binding inhibitors, primary screen, biochemical, TR-FRET; Mothers against decapentaplegic homolog 3 (Homo sapiens), P84022; hit rate 0.29% among 88,000; TR-FRET Smad3/Dy647-FoxH1 peptide binding, europium anti-His; inhibition, % at 25 µM;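 active = compounds that reduce the energy-transfer binding signal between the protein and its labelled peptide by more than half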;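 note: 0% = Smad3 plus labelled peptide maximal FRET and 100% = peptide-only background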
Target sequence (P84022 whole entry, looked up): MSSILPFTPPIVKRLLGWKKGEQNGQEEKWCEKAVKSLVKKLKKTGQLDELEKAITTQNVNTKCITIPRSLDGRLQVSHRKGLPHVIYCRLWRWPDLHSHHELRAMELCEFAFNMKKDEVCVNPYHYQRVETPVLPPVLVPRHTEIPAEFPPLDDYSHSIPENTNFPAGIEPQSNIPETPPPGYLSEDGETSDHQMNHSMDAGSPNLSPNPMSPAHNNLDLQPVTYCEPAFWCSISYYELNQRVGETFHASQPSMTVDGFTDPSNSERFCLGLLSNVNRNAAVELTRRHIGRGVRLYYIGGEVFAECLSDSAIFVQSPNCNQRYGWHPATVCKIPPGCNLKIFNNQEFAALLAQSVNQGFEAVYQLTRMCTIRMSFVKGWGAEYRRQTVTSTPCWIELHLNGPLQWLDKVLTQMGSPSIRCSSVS
ERa SRC1 pot: enhancers of ERα–SRC-1 coactivator binding, primary screen, biochemical, TR-FRET, ERα LBD, low estradiol; TR-FRET ERalpha-LBD/SRC-Cy5 coactivator binding, 2 h; 100 = basal binding, no effect; coactivator binding (% of control), % at 25.6 µM; hit rate 1.3% among 86,000; AID 639, 2007; in the data active = activity above about 200%;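 note: binding measured in presence of low estradiol as agonist stimulus; 0% = peptide alone without receptor and 100% = receptor with peptide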
ERb coact inh: inhibitors of ERβ-SRC1 coactivator interaction, primary screen, biochemical, TR-FRET, ERβ LBD, SRC-1 peptide. Estrogen receptor beta (Homo sapiens), Q92731. hit rate 1.3% among 86,000. inhibition, % at 25.6 µM. TR-FRET ER-beta LBD / SRC1-Cy5 peptide binding; receptor agonist-loaded with 1 µM estradiol. AID 633, 2007;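 active = compounds whose percent inhibition of the receptor-coactivator binding signal exceeds about 50% in the single-dose screen, limit read from the data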;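 note: 0% = receptor plus peptide wells without compound and 100% = peptide-only wells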
* marks the source's active call; other numbers are inactive results; . = no result given; [ ] = dose if it differs, or a comment. The list is partial, so the mix of outcomes need not match the whole.

SMILES	Calb biofilm kill	Lung fibro prol	H69AR inhibit	ERa SRC1 inh	sEH act	HUVEC inhibit	Smad3 inh	ERa SRC1 pot	ERb coact inh
COc1ccc(S(=O)(=O)N2CCCC(C(=O)Nc3ccc4c(c3)OCCO4)C2)cc1 (stereo not drawn)	1	98	79	-23	-51	84	1	99	-23
O=C(COCCOCC(=O)N(c1ccccn1)C1CCCCC1)N(c1ccccn1)C1CCCCC1	2	97	50	-27	-4	104	4	109	-12
Cc1nc(-c2ccccc2)nc2[nH]c(=O)n(-c3ccccc3)c(=O)c12	.	99	83	24	-6	113	10	90[fluorescence artefact?]	-3[fluorescence artefact?]
O=C(NCn1ccc(=O)[nH]c1=S)c1ccccc1	6	92	91	-7[fluorescence artefact?]	-7	102	4	124	-8
O=C1C(C=Nc2ccccc2O)=C(O)c2ccccc21	2	102	57	10	1	99	6	114	5
O=C(NC1CCCC1)C1CC(c2ccc(F)cc2)=NO1 (stereo not drawn)	3	103	100	8	-19	104	-7	93	10[fluorescence artefact?]
CC(C)CC1CC(=O)OC1(C)C(=O)CSc1nc2ccccc2s1 (stereo not drawn)	11	97	94	4	-3	84	-1	97	-4
CC1CC(C)CN(CCCNC(=O)C2CCC(=O)N2C2CCCC2)C1 (stereo not drawn)	9	107	100	8	18	106	4	112	-5[fluorescence artefact?]
Cc1c(NC(=O)C(C)OC(=O)CNC(=O)c2ccc(C(C)(C)C)cc2)c(=O)n(-c2ccccc2)n1C (stereo not drawn)	2	109	100	0	-11	96	-3	103	-5
COCCNC(=O)CN1CCC(n2c(C)nc3cc(C(F)(F)F)ccc32)CC1	3	102	91	8	.	95	4	109	-12
C=CCc1c(C)nc(SCC(=C)C)[nH]c1=O	8	98	96	3	8	106	6[fluorescence artefact?]	116[fluorescence artefact?]	0
CCCCC(=O)Nc1ccc(C(=O)Nc2nnc(COC)s2)cc1	2	110	94	8[fluorescence artefact?]	-9	102	-21[fluorescence artefact?]	83	21[fluorescence artefact?]
NC(=O)c1sc2nc(N3CCCCC3)c3c(c2c1N)CCCC3	4	111	61	9[fluorescence artefact?]	.	101	12[fluorescence artefact?]	55[fluorescence artefact?]	-1
O=C(C1CCN(c2nnnn2-c2ccccc2)CC1)N1CCN(c2ccccc2)CC1	4	100	58	-3	1	101	-13	104	-8
CCCCC(=O)Nc1ccc(NC(=O)c2cccnc2)cn1	1	93	86	3[fluorescence artefact?]	8	78	0	101	20[fluorescence artefact?]

Of the compounds above, two have an aryl thioether with sulfur outside any ring.
SMILES	Calb biofilm kill	Lung fibro prol	H69AR inhibit	ERa SRC1 inh	sEH act	HUVEC inhibit	Smad3 inh	ERa SRC1 pot	ERb coact inh
CC(C)CC1CC(=O)OC1(C)C(=O)CSc1nc2ccccc2s1 (stereo not drawn)	11	97	94	4	-3	84	-1	97	-4
C=CCc1c(C)nc(SCC(=C)C)[nH]c1=O	8	98	96	3	8	106	6[fluorescence artefact?]	116[fluorescence artefact?]	0

Remaining list, next part
SMILES	Calb biofilm kill	Lung fibro prol	H69AR inhibit	ERa SRC1 inh	sEH act	HUVEC inhibit	Smad3 inh	ERa SRC1 pot	ERb coact inh
Cc1cc(C)cc(NC(=O)C2CCN(c3nccs3)CC2)c1	4	100	94	5[fluorescence artefact?]	-35	98	14	86[fluorescence artefact?]	5[fluorescence artefact?]
Cc1ccc(C)c(N2CCN(CC(=O)Nc3ccc4[nH]c(=O)[nH]c4c3)CC2)c1	1	101	87	-10	.	98	8	108	-3
CN(C)S(=O)(=O)c1cc(S(=O)(=O)N(C)C)c(Cl)cc1N	4	95	85	-4	.	94	7	101	-10
Cc1ccc2c(c1)CCCN2C(=O)c1ccoc1C	8	103	34*	11	.	85	7	112	1
Cc1ccc(CNC(=O)C2CCC(CNc3c(N4CCOCC4)c(=O)c3=O)CC2)cc1 (stereo not drawn)	7	104	102	8[fluorescence artefact?]	-25	103	4	111[fluorescence artefact?]	-4[fluorescence artefact?]
Brc1cccc(C2CC(c3ccccc3)n3nnnc3N2)c1 (stereo not drawn)	-1	93	83	-1	6	91	6	138	2
O=C1c2ccccc2C(Nc2ccc(S(=O)(=O)N3CCCCCC3)cc2)N1c1ccccn1 (stereo not drawn)	2	85	61	-2	-27	87	11[fluorescence artefact?]	134	0
COc1ccc(-c2nc(N)ncc2-c2csc(C)n2)c(O)c1	6	95	94	-10	11	106	4	117	3
O=S1(=O)CC(O)C(NCc2ccco2)C1 (stereo not drawn)	-1	103	95	1	10	101	0	124	0
CCN1C(=O)/C(=C2\C=Cc3cc(C)ccc3N2CC)OC1=S	4	95	90	-6	6	101	4	131	-9
CCc1ccc(N2CC(C(=O)Nc3nnc(CC)s3)CC2=O)cc1 (stereo not drawn)	6	97	92	-11	10	92	-1	98	-9
Cc1cc(Nc2c(C)cccc2C)n2nc(C)nc2n1	11	97	97	-6	0	92	-7	113	1
CC(=O)Nc1cccc(NC(=O)CSc2nnnn2C(C)C)c1	3	96	80	-3	-1	113	-4	115	-6
CN(C)c1nc(N)nc(-c2nc3ccccc3s2)n1	6	93	73	-36	1	90	9	88	-4[fluorescence artefact?]
Cc1cc(NC(=O)C(=O)NCCN2CCN(C(=O)c3cccs3)CC2)ccc1Br	-1	89	48	-2	-8	61	2[fluorescence artefact?]	112	3
Cn1c(=O)[nH]c(=O)c2c1nc(CN1CCN(c3ccccc3F)CC1)n2CC(N)=O	10	93	96	-5	.	102	-5	88	-1
O=C(Cn1cccc1C(=O)c1ccccc1)NCc1ccco1	4	91	77	-7	4	99	10	104	-2
COCCOC(=O)C(C#N)c1nc2ccccc2nc1N1CCCC1 (stereo not drawn)	0	.	78	-5	-2	107	12	90	-2
CCC(C(=O)NC1CCCC1)N(Cc1ccco1)C(=O)Cn1nnc(-c2ccc(C)cc2)n1 (stereo not drawn)	6	99	94	-3	2	99	-11	77[fluorescence artefact?]	-3
Cc1ccccc1Cn1cc(NC(=O)c2cc(-c3cccs3)on2)cn1	6	79	52	4	-12	66	14[fluorescence artefact?]	169	-2[fluorescence artefact?]
CS(=O)(=O)N(CC(N)=O)c1ccc2c(c1)OCO2	-2	100	99	33	-2	116	13	57[fluorescence artefact?]	32
CCC(C)NC(=O)CN(C)S(=O)(=O)c1ccc2c(c1)c(=O)n(C)c(=O)n2C (stereo not drawn)	11	104	87	-4	20	116	0	107	0
CCCc1oc2c(c(=O)c1CC)C(=O)CC(C)(C)C2	4	104	99	-9	-12	107	9	105	-9
FC(F)(F)C1CC(c2cccs2)Nc2ncnn21 (stereo not drawn)	3	101	95	1	-3	94	3	99	2
Cc1ccc(C)c2c1[nH]c1ccccc12	4	98	94	0	2	75	10	88	-8
CCOc1cc(CNC(=O)CN2C(=O)c3ccccc3S2(=O)=O)ccc1OC	-1	107	101	0[fluorescence artefact?]	.	94	1	144[fluorescence artefact?]	1[fluorescence artefact?]
COc1cccc2cc(C(C)N(CCCN3CCOCC3)C(=O)Nc3ccc(Cl)cc3)oc12 (stereo not drawn)	6	90	32*	11[fluorescence artefact?]	.	103	-2	97	0[fluorescence artefact?]
c1coc(CN2CCN(C(c3cccs3)c3nnnn3C3CCCC3)CC2)c1 (stereo not drawn)	6	101	105	-5	7	106	0	199[fluorescence artefact?]	2
O=C(CN(Cc1ccco1)C(=O)CNS(=O)(=O)c1ccccc1)NC1CCCCC1	6	.	97	-5	.	86	-8	117	3
Cc1ccc(-n2nnc3c(=O)n(CC(=O)N4CCCC4)cnc32)cc1	6	93	91	-4	8	87	4	112	-11

Only sEH act and ERb coact inh, for 2 of the compounds above:
molecule | sEH act | ERb coact inh
O=C1C(C=Nc2ccccc2O)=C(O)c2ccccc21 | 1 | 5
Cc1ccc2c(c1)CCCN2C(=O)c1ccoc1C | . | 1

Next part.
SMILES	Calb biofilm kill	Lung fibro prol	H69AR inhibit	ERa SRC1 inh	sEH act	HUVEC inhibit	Smad3 inh	ERa SRC1 pot	ERb coact inh
CC(=O)NCC(=O)OCC(=O)c1ccc(C)cc1	7	100	76	0	4	101	2	118	-5
COc1ccc(S(=O)(=O)NCC(=O)N(CC(=O)NCC2CCCO2)c2c(C)cccc2C)cc1 (stereo not drawn)	7	103	91	-4[fluorescence artefact?]	-11	95	-7	117	-8
Cc1cc2cc(CCNC(=O)c3ccc(Br)o3)c(=O)[nH]c2cc1C	6	99	89	10[fluorescence artefact?]	-9	73	-9	78	6
O=C(CSc1ncn(-c2ccccc2)n1)Nc1nc2ccccc2s1	9	100	65	5	0	82	-6	67	14[fluorescence artefact?]
c1ccc(-n2nnnc2-n2ccnc2)cc1	0	99	96	-3	5	101	13[fluorescence artefact?]	119	-8[fluorescence artefact?]
COC(=O)c1cc2ccsc2n1CC(=O)N1CCCc2ccccc21	4	94	81	12	.	76	1	94[fluorescence artefact?]	15
CN(CC(=O)NCc1cccnc1)S(=O)(=O)c1ccc2c(c1)c(=O)n(C)c(=O)n2C	13	102	96	6	-9	98	0	91[fluorescence artefact?]	21
O=C(O)c1cccc(N2C(=O)c3cccnc3C2=O)c1	5	98	97	-4	4	103	6	122	-9
COc1ccc(CCNC(=O)CSc2nnc(Cc3csc(N)n3)n2C)cc1OC	8	107	97	-13	-9	92	1	129	-8
COc1ccc(CCNC2CC(=O)N(CCc3ccc(OC)c(OC)c3)C2=O)cc1OC (stereo not drawn)	10	94	93	-7	.	87	-3	119	5
COc1ccc(N2C(=O)CC(Sc3nc(C)c4c(n3)CCCC4)C2=O)cc1 (stereo not drawn)	0	81	25*	-3	24	60	1	118	-8
COC(=O)C1=C(C)NC(C)=C(C(=O)OC)C1c1ccccn1	6	96	101	-11	-7	102	-3	103[fluorescence artefact?]	-9[fluorescence artefact?]
O=C(O)Cn1nc2ccccc2n1	2	99	97	0	3	90	3	117	-9
CCC(C)(C)n1nnnc1CN1CCC(NC(=O)c2ccccc2C)CC1	8	99	88	4	4	102	-3	104	-6
O=c1ccc(Cc2ccccn2)n[nH]1	-2	95	90	-6	-6	93	10	104	1[fluorescence artefact?]
O=S(=O)(c1ccc(S(=O)(=O)N(Cc2cccs2)CC2CCCO2)cc1)N1CCCCC1 (stereo not drawn)	0	100	85	4	1	108	5	105	9
Nc1nc(SCC(=O)Nc2ccccc2)[nH]c(=O)c1-c1ccccc1	1	105	98	-11	-3	93	6	104	-20
CCOc1ccccc1N/C(=C(/C(Cl)=C(Cl)Cl)[N+](=O)[O-])n1cncn1	3	99	63	5	7	89	3	107[fluorescence artefact?]	9
CCCOc1ccc2c3c(c(=O)oc2c1OCCC)CCC3	7	95	71	18	-2	106	-5	79[fluorescence artefact?]	26
O=C1CC(Cc2ccccc2)C(=O)N1Cc1ccco1 (stereo not drawn)	5	106	85	19	7	92	6	111	12
COc1ccc2nc(SCC(=O)N3CCN(c4ccc(F)cc4)CC3)c(C#N)cc2c1	4	98	82	14[fluorescence artefact?]	15	99	4	481*[fluorescence artefact?]	19[fluorescence artefact?]
COc1cccc(-c2nc(-c3ccccn3)no2)c1	-4	74	67	7	1	65	4	97	-2
O=C(C1COc2ccccc2O1)N1CCN(Cc2ccc3c(c2)OCO3)CC1 (stereo not drawn)	6	106	71	-6[fluorescence artefact?]	.	100	-3	89	-1
